Screens as filed in PubChem BioAssay.
H9c2 TAG inh = inhibitors of triacylglycerol accumulation; H9c2 cells, Nile Red lipid (TAG) fluorescence; cells loaded with 200 µM oleic acid; inhibition, % at 12.5 µM; 230,000 compounds, 0.66% hits; AID 651582;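 active = pattern-corrected inhibition of lipid staining of at least 50% with the nuclear-stain viability signal not falling by more than 50%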;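 also: 0% = DMSO wells and 100% = triacsin C control wells; some results filed as inactive read as strong as hits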
H9c2 TAG inh DAPI viability = also measured in H9c2 TAG inh; calls as there; DAPI nuclei signal change (viability), lower = more cytotoxic, %;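 whole-well DAPI fluorescence read on a plate reader as a viability signal; minus 50 percent equals half of cells still viable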
Active calls of the source: *. Only part of the results is shown; count on the stated rates, not on these rows.

SMILES | H9c2 TAG inh | H9c2 TAG inh DAPI viability
C[C@H](CO)N1C[C@H](C)[C@H](CN(C)Cc2cncnc2)Oc2ncc(C#CC3(O)CCCC3)cc2C1=O | 12 | -10
Cc1ccc(S(=O)(=O)NC(=O)C2(C)CCN2C(=O)CC2CCCCC2)nc1 (stereo not given) | 0 | 8
CC(=O)C1=C(O)C(=O)N(Cc2ccco2)C1c1ccccc1F (stereo not given) | 5 | 3
COC(=O)C1=C(C(=O)OC)[C@@H]2N(C)c3ccc(OC)cc3[C@@]23C[C@@H](C(=O)OC)N(C(=O)c2ccc(Br)cc2)C3=N1 | -1 | 5
CCC(CC)NC(=O)CN1CCN(S(=O)(=O)c2ccc(Br)s2)CC1 | -12 | 6
CN1C(=O)C(C)(C)c2cc(S(=O)(=O)N3CCCC(C(=O)NCc4ccccc4Cl)C3)ccc21 (stereo not given) | -19 | 8
CCOC(=O)N1CCN(C(=O)CCNS(=O)(=O)c2ccccc2)CC1 | -6 | 1
CC1CC(C)(C)NC(=S)N1CCCC(=O)Nc1ccc(F)cc1 (stereo not given) | 40 | -38
Cc1nnsc1C(=O)Nc1cccc(Cl)c1 | 0 | -7
C=C(C)C(=O)Nc1cccc(C2=NOC3(C2)C[C@@H](C(N)=O)N(C(=O)c2ccc(OC)cc2)C3)c1 (stereo not given in full) | -8 | 2
CC1CCc2c(sc3c2C2=NS(=O)(=O)CCN2C=N3)C1 (stereo not given) | 17 | 2
COC(=O)c1c(-c2ccccc2)csc1N | -15 | 8
CCOC(=O)OC(C)OC(=O)[C@@H]1N2C(=O)[C@@H](NC(=O)[C@H](N)c3ccccc3)[C@H]2SC1(C)C (stereo not given in full) | -16 | -4
CCOC(=O)C1=C(C)NC(C)=C(C(=O)OCC)C1C(=O)O | -13 | -8
CNC(C)C(=O)NC(C(=O)NC(C(=O)Nc1cccc2ccccc12)C(C)C)C(C)C (stereo not given) | 34 | -37
C=CCn1cccc(C(=O)Nc2ccc(OC)cc2OC)c1=O | 9 | -4
CSc1ccc(NC(=O)CSc2nc3[nH]c(=O)cc(O)c3s2)cc1 | -5 | -5
Cc1cc(C)nc(SCC(=O)c2cc3ccccc3oc2=O)n1 | 3 | -12
CC(C)(C)C(=O)COC(=O)c1cc(S(=O)(=O)N2CCCCC2)ccc1N1CCOCC1 | 5 | -3
FC(F)(F)c1nc(N2CCCC2)ncc1-c1nnnn1-c1ccc(Cl)cc1 | -7 | 6
Cc1ccccc1NC(=O)COC(=O)COc1ccc2ccc(=O)oc2c1 | 8 | -8
CC(=O)/C(=N/Nc1ccc([N+](=O)[O-])cc1)N1CCCc2ccccc21 | 9 | -3
O=C(O)Cc1sc(NCc2ccco2)nc1-c1ccccc1 | 2 | -3
CCOC(=O)c1oc2ccccc2c1CN1CCN(C(=O)c2ccccc2)CC1 | -5 | -2
COc1cc(C(=O)N2CCCC(c3cc(C(=O)NCc4ccccc4)no3)C2)cc(OC)c1C (stereo not given) | -7 | -6
SMILES | H9c2 TAG inh | H9c2 TAG inh DAPI viability
CC(Oc1cc(F)ccc1[N+](=O)[O-])C(=O)N(C)CC(=O)Nc1ccccc1C(F)(F)F (stereo not given) | 4 | -3
Cc1cccc2sc(NC(=O)c3ccc(OCC4CCCO4)cc3)nc12 (stereo not given) | 17 | -3
COc1ccc(-c2ncncc2-c2csc(C)n2)c(O)c1OC | -22 | 5
CC[N+](C)(CC)CCOC(=O)C1c2ccccc2Oc2ccccc21 | 2 | 7
O=C(CN1C(=O)NC2(CCc3ccccc32)C1=O)NCc1cccc(C(F)(F)F)c1 (stereo not given) | -10 | 3
N#CC1(NC(=O)CSc2nnc(-c3ccccc3F)o2)CCCCC1 | 2 | 3
O=C(NCCc1ccccc1)C1CCN(C2CCN(C(=O)CC3=CCCCC3)CC2)CC1 | -15 | 2
COC(=O)c1cc(NC2c3ccccc3C(=O)N2Cc2ccco2)cc(C(=O)OC)c1 (stereo not given) | 6 | -11
c1ccc(COc2ccc(CNCc3cccnc3)cc2)cc1 | -3 | 11
CCCC(=O)NC(=S)Nc1ccccc1C(F)(F)F | -4 | 2
Cc1ccc(C2=Nc3cccnc3C(c3ccccc3)=NN2)cc1 | -2 | 6
CC1(Cc2ccc3c(c2)OCO3)C(=O)Nc2ccc(-c3cccc(C(F)(F)F)c3)cc21 (stereo not given) | 2 | -6
Cc1cc(-c2nn(-c3ccccc3F)cc2CN2CCC(C(N)=O)CC2)c(C)s1 | -11 | 5
CCN(C(=O)CSc1nnc(C)n1Cc1ccccc1)C1CCS(=O)(=O)C1 (stereo not given) | -12 | 13
CCc1ccccc1OCC(=O)Nc1nnc(C2CC2)s1 | 4 | -4
Cc1onc(-c2ccccc2)c1C(=O)N1CC(C)OC(C)C1 (stereo not given) | 10 | 9
CCc1nnc(NC(=O)C2=NN(C3CCS(=O)(=O)C3)C(=O)CC2)s1 (stereo not given) | 5 | -8
O=C(CNC(=O)c1ccccc1)OCc1nc2ccccc2s1 | 4 | -11
CC(C)[C@H](NC(N)=O)C(=O)Nc1ccc(F)c(Cl)c1 | 3 | 8
Cc1nc(N(C)C2CCCCC2)c2nnn(Cc3ccc(F)cc3)c2n1 | -4 | 4
Cc1cc2c([nH]c3ccccc32)c(C)n1 | 4 | 81
COc1cc2ccccc2cc1C(=O)NC1CCC(C)CC1 (stereo not given) | -5 | 9
CCCN(CC(=O)Nc1cc(C)on1)CC(=O)Nc1ccccc1C | 1 | -2
O=c1cc2c(c(-c3ccccc3)n1Cc1ccccc1)[C@@H](CCO)NC2 | 9 | 0
CCOc1ccccc1C(=O)NC(C(=O)OCC(=O)NNC(=O)c1cccs1)C(C)C (stereo not given) | -29 | 16
SMILES | H9c2 TAG inh | H9c2 TAG inh DAPI viability
O=C(O)c1ccccc1-c1ccccc1C(=O)NCc1ccco1 | 5 | -13
O=C1C(Nc2ccc(O)cc2)=C/C(=N/S(=O)(=O)c2cccs2)c2ccccc21 | 125 | -79
O=c1c2c(-c3cccs3)csc2ncn1-c1ccc(Br)cc1 | -31 | -11
CCN(CC)S(=O)(=O)c1cc(NC(=O)c2n[nH]c(=O)c3ccccc23)ccc1C | -12 | -6
CC1(C)OC(=O)C(=NNc2ccccc2C(=O)O)C(=O)O1 | -6 | -4
O=S1CC/C(=N\O)c2ccccc21 (stereo not given) | -4 | -10
CC(C)(C)N(CC#CCC1(O)c2ccccc2-c2ccccc21)CCO | -13 | 4
O=C(CSCc1ccccc1)Nc1cccc(C(=O)Nc2ccc(C(=O)O)cc2)c1 | -4 | 3
CC(C)(C)NC(=O)NC(=O)CN1CCc2ccccc21 | -6 | -1
CCCCCN(C(=O)COC(=O)COc1c(C)cc(C)cc1C)c1c(N)n(CCCC)c(=O)[nH]c1=O | 30 | -16
COC(=O)CC(c1ccc(C#N)cc1)n1c(C)ccc1C (stereo not given) | 11 | -15
Cc1cccc(N2CCN(C(=O)c3cccc(S(=O)(=O)N4CCCCC4)c3)CC2)c1C | -25 | 6
COc1cc(C(c2sc3ncnn3c2O)N2CCN(c3ccccc3F)CC2)cc(OC)c1OC (stereo not given) | -1 | -2
CCc1ccc(CN(C(=O)c2oc3ccccc3c2C)C2CCS(=O)(=O)C2)cc1 (stereo not given) | -3 | 9
COc1ccc(OCC(=O)Nc2ccc3c(c2)C(=O)NC3=O)cc1 | -3 | 4
NC(=O)COC(=O)c1sc2cc(F)ccc2c1Cl | -3 | -1
CC(C)OC(=O)CSc1nnc(C2CCCCC2)n1N | 6 | -15
O=S(=O)(c1ccc(F)c(F)c1)N1CCN(S(=O)(=O)c2cccs2)CC1 | 32 | -6
CCc1nc2c(OC)cccn2c1N(C)C(=O)c1ccccc1F | 7 | -6
O=C(CCc1nnc(Cc2ccc(-c3ccccc3)cc2)o1)NCC1CC1 | 28 | -19
Cc1c(Br)cccc1NC(=O)C1(C)CCN1Cc1ccc(OC(C)C)cc1 (stereo not given) | -10 | 8
CCC(=O)n1nc(-c2ccc(OC)cc2)nc1NCc1cccs1 | -23 | 1
Cc1csc(NC(=O)CSc2nc3ccccc3c3c2CCCC3)n1 | 20 | 2
Cc1cccc(N2CCN(C(=O)C34CC5CC(CC(C5)C3)C4)CC2)c1C | -11 | 10
COc1cc(C(=S)N2CCOCC2)ccc1OC(=O)/C=C/c1ccco1 | -23 | 3

21 entries already listed, ordered by formula weight, lowest first.
SMILES | H9c2 TAG inh | H9c2 TAG inh DAPI viability
O=S1CC/C(=N\O)c2ccccc21 (stereo not given) | -4 | -10
CC(C)(C)NC(=O)NC(=O)CN1CCc2ccccc21 | -6 | -1
CC1(C)OC(=O)C(=NNc2ccccc2C(=O)O)C(=O)O1 | -6 | -4
CC(C)OC(=O)CSc1nnc(C2CCCCC2)n1N | 6 | -15
COc1ccc(OCC(=O)Nc2ccc3c(c2)C(=O)NC3=O)cc1 | -3 | 4
CCc1nc2c(OC)cccn2c1N(C)C(=O)c1ccccc1F | 7 | -6
CCC(=O)n1nc(-c2ccc(OC)cc2)nc1NCc1cccs1 | -23 | 1
CC(C)(C)N(CC#CCC1(O)c2ccccc2-c2ccccc21)CCO | -13 | 4
Cc1cccc(N2CCN(C(=O)C34CC5CC(CC(C5)C3)C4)CC2)c1C | -11 | 10
O=C(CCc1nnc(Cc2ccc(-c3ccccc3)cc2)o1)NCC1CC1 | 28 | -19
Cc1csc(NC(=O)CSc2nc3ccccc3c3c2CCCC3)n1 | 20 | 2
COc1cc(C(=S)N2CCOCC2)ccc1OC(=O)/C=C/c1ccco1 | -23 | 3
O=c1c2c(-c3cccs3)csc2ncn1-c1ccc(Br)cc1 | -31 | -11
O=S(=O)(c1ccc(F)c(F)c1)N1CCN(S(=O)(=O)c2cccs2)CC1 | 32 | -6
O=C1C(Nc2ccc(O)cc2)=C/C(=N/S(=O)(=O)c2cccs2)c2ccccc21 | 125 | -79
CCc1ccc(CN(C(=O)c2oc3ccccc3c2C)C2CCS(=O)(=O)C2)cc1 (stereo not given) | -3 | 9
CCN(CC)S(=O)(=O)c1cc(NC(=O)c2n[nH]c(=O)c3ccccc23)ccc1C | -12 | -6
O=C(CSCc1ccccc1)Nc1cccc(C(=O)Nc2ccc(C(=O)O)cc2)c1 | -4 | 3
Cc1c(Br)cccc1NC(=O)C1(C)CCN1Cc1ccc(OC(C)C)cc1 (stereo not given) | -10 | 8
COc1cc(C(c2sc3ncnn3c2O)N2CCN(c3ccccc3F)CC2)cc(OC)c1OC (stereo not given) | -1 | -2
CCCCCN(C(=O)COC(=O)COc1c(C)cc(C)cc1C)c1c(N)n(CCCC)c(=O)[nH]c1=O | 30 | -16

Further compounds.
SMILES | H9c2 TAG inh | H9c2 TAG inh DAPI viability
COc1ccc(C(C)(NC(C)=O)c2nc(-c3ccc(F)c(Cl)c3)cs2)cc1 (stereo not given) | -3 | 1
O=C(CSc1nnc2ccccn12)NC(=O)c1ccccc1 | 12 | -11
O=C(Nc1ccccc1C1CC1)c1cccs1 | -19 | -12
CCc1ccc(Nc2nnc(SCC(=O)NC(=O)CN3CCCC3=O)s2)cc1 | -2 | -10
COCCN1C(=O)/C(=C/c2cc3c(cc2Br)OCO3)NC1=S | 7 | 4
CCCCC(CC)CNC(=O)C1CCCN(S(=O)(=O)c2cnc[nH]2)C1 (stereo not given) | 4 | 7
O=C(NC(=O)N1CCCc2ccccc21)c1ccccc1 | -9 | -2
CC1(C(=O)NS(=O)(=O)Cc2ccccc2C(F)(F)F)CCN1C(=O)c1ccco1 (stereo not given) | -4 | 5
O=C(CSc1nc2cc(Cl)ccc2o1)c1cccs1 | -9 | 6
O=C(CCN1C(=O)c2ccccc2C1=O)N1CCC(c2ccccc2)C1 (stereo not given) | -12 | 3
CS(=O)(=O)N(Cc1ccccc1)c1ccccc1C(=O)O | 2 | 4
COc1ccc(-c2noc([C@@H]3O[C@H](CO)[C@H](O)[C@H](O)[C@H]3O)n2)cc1OC | -19 | -3
CCOC(=O)c1nn(-c2ccccc2C)c2nc(-c3ccc(Cl)cc3)c(C#N)c(=O)n12 | 9 | 14
Cc1ccc(CNC(=O)CS(=O)Cc2nc(-c3cccs3)oc2C)cc1 (stereo not given) | 1 | -10
Cc1ccc(S(=O)(=O)N2CCN(Cc3ccco3)CC2)c(C)c1 | 1 | 1
COc1ccc(C(C)(NC(C)=O)c2nc(-c3cccc(F)c3)cs2)cc1 (stereo not given) | -16 | -6
O=C(CSc1ccc2ccccc2n1)NCCCN1CCCC1=O | 12 | -5
COc1ccc(C)cc1NC(=O)NC1CC(=O)N(c2ccc3c(c2)OCCO3)C1 (stereo not given) | 5 | -8
CC(C)c1nnc(SCC(=O)NC(C)(C)C)n1C | -3 | -21
CC(C)Cc1nc(SCC(=O)NCC2CCCO2)c2c(=O)n(C)c(=O)n(C)c2n1 (stereo not given) | -10 | -7
CC(C)(C)n1ncc2c(=O)n(CC(=O)N3CCCC3)cnc21 | -8 | 8
CC(C(=O)Nc1ccc(F)c(F)c1F)N(C)CCOc1ccccc1 (stereo not given) | -6 | -2
OC(CN1CCCCC1)CN1CCCCC1 | -9 | 3
COc1ccc(CNC(=O)c2ccccc2SC)cc1 | 25 | -11
COC(=O)C[C@H](NC(=O)Cn1cnc2c(SC)nc(N)nc21)C(=O)OC | 15 | 3
Cc1ccc(S(=O)(=O)NC(=O)NC(C)(C)C)cc1 | 1 | 8
COc1ccc(S(=O)(=O)N(C)c2ccc(C(=O)NCc3ccccn3)cc2)cc1OC | -9 | -5
CC(C)C(OC(=O)c1cccs1)C(=O)NCc1ccccc1 (stereo not given) | -23 | -2
COc1ccc(/C=N/N2CCOCC2)cc1OCc1ccccc1 | 19 | -7
